Screening data: PubChem, several laboratories
HTR5A inv ag: counter-screen for OPRM1-OPRD1 inverse agonists: human HTR5A inverse agonism; P47898; HTR5A cell line, luminescence; inhibition, % at 9.3 µM; 340,000 tested, 0.083% active; in the data active means inhibition mostly above about 23%, no sharp cut-off; inactive means mostly below about 18%;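 further: 0% = cells with DMSO and 100% = no-cell wells with DMSO; some compounds called inactive have numbers as strong as hits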
Target sequence (P47898 whole entry, looked up): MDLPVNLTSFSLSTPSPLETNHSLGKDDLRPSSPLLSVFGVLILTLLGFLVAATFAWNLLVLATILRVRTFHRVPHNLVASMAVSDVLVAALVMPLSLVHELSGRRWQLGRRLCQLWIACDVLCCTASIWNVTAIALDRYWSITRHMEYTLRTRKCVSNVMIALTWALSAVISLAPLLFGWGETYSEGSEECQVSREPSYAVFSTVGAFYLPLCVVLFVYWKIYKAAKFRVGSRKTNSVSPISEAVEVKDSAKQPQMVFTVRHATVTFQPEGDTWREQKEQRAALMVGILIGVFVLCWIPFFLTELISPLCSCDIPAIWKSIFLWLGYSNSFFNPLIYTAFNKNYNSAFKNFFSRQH
CDK5 p35 inh: blocks human CDK5/p35 kinase activity; Q00535+Q15078; Recombinant CDK5/p35, ADP-Glo luminescence, 60 min; 330,000 tested, 0.01% active; inhibition, % at 10 µM;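 active means highest replicate inhibition of at least 50% and at least 75% of replicates reaching 50%; inconclusive means only one of the two criteria met; inactive means both criteria failed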;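 further: plate controls were DMSO neutral control for no effect and GW8510 at 10 µM for full effect; many of its hits are not listed in these tables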
NSD2 inh: NSD2 (human) methyltransferase inhibition | 310,000 tested, 0.54% active | O96028 | inhibition, % at 12.5 µM | NSD2 peptide methylation, AlphaScreen, 120 min | AID 743445; in the data active means inhibition above about 50%
SR-BI HDL uptake: inhibitors of mouse SR-BI mediated HDL lipid uptake. Q61009. 320,000 tested, 0.96% active. AID 488896. ldlA[mSR-BI] CHO cells, DiI-HDL uptake fluorescence, 3 h. inhibition, % at 12.5 µM;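 active means mean replicate inhibition of at least 70% and a set share of replicates each scoring 70 or more; inconclusive means meets just one of the two criteria; inactive means fails both criteria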;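 further: 0% = median of neutral control wells and 100% = median of positive control wells; values of inactives mirror those of a sister screen read the other way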
HTR5A ag: HTR5A agonism, opioid heterodimer counter-screen. 340,000 tested, 0.61% active. P47898. activation, % at 9.3 µM. HTR5A agonist assay, luminescence, cell-based; in the data active means activation mostly above about 9.5%, no sharp cut-off; inactive means mostly below about 7.6%;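 further: 0% = cells with vehicle only and 100% = reference agonist; strong numbers were not always called active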
Wnt bcat act: Wnt/beta-catenin pathway activation. 300,000 tested, 1.2% active. Wnt/beta-catenin reporter cell assay, activator, plate reader. activation, % at 9.35 µM; in the data active means activation above about 30%, passing the limit was not always enough; inconclusive means no clear call, values can overlap the other calls;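 further: 0% = neutral control wells and 100% = positive control wells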
dFosB act: activators of mouse delta FosB homodimer; P13346; 340,000 tested, 0.99% active; activation, % at 25 µM; purified delta FosB, TAMRA-CDK5 oligo fluorescence polarization; percent of positive-control signal above neutral wells;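 active means mean activation above about 17%, with every replicate also reaching it, limit read from the data, passing the limit was not always enough; inconclusive means only one of the two conditions met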;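 further: fluorescence polarization rise as delta FosB binds a TAMRA Cdk5 AP-1 oligo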
Target sequence (P13346 whole entry, looked up): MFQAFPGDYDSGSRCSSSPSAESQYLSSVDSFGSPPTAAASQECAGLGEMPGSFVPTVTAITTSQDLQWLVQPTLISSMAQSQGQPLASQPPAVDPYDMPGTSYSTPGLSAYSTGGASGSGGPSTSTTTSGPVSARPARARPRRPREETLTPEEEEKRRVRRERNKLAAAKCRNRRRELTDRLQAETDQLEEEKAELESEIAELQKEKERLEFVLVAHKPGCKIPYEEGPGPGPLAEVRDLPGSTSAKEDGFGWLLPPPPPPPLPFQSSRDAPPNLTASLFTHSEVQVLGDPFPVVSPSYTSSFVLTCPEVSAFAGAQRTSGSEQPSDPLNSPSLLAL
PvdQ inh: P. aeruginosa PvdQ acylase inhibition | purified PvdQ acylase, fluorescence plate reader | inhibition, % at 10 µM | 340,000 tested, 0.063% active | AID 488965; in the data active means inhibition above about 30%, passing the limit was not always enough; inconclusive means no clear call, values can overlap the other calls;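 further: 0% = vehicle neutral wells and 100% = reference inhibitor wells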
V-ATPase pHluor: yeast V-ATPase proton transport regulation by pHLuorin; S. cerevisiae, pHLuorin cytosolic pH fluorescence; AID 504577; response, % at 10 µM; 350,000 tested, 0.37% active; in the data active means response mostly above about 7.3%, no sharp cut-off; inactive means mostly below about 5.4%; further: actives read high; inactives centre near 0; some compounds called inactive have numbers as strong as hits; reference of the scale not given here
MITF act: activators of MITF-driven TRPM1 promoter activity in SK-MEL-5 cells; SK-MEL-5 TRPM1-promoter luciferase, 24 h; % of positive control, neutral wells = 0; activation, % at 12.5 µM; 300,000 tested, 0.75% active;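 active means mean activation of at least 80% with every replicate also reaching 80%; inconclusive means mean reaches 80% but some replicate falls short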;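 further: 0% = neutral control wells and 100% = parthenolide positive control wells; values of inactives mirror those of a sister screen read the other way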
Active calls of the source: *; u = inconclusive; x = no result given.

SMILES	HTR5A inv ag	CDK5 p35 inh	NSD2 inh	SR-BI HDL uptake	HTR5A ag	Wnt bcat act	dFosB act	PvdQ inh	V-ATPase pHluor	MITF act
N#CC(c1ccc(Cl)cc1)(c1ncc(C(F)(F)F)cc1Cl)N1CCOCC1 (stereo not drawn)	-15	-0.9	-3	1	-1	x	-2	-5	-4	26
COc1ccc(N2CCN(CC(=O)c3c[nH]c4ccccc34)CC2)cc1	-4	0.7	4	30	-5	-2	-1	16	-2	x
C/C(=N\NC(=O)c1cc(-c2cccc([N+](=O)[O-])c2)n[nH]1)c1ccccc1O	-12	-0.4	-1	15	2	x	0	5	4	10
CC(=O)c1cc(-c2ccccc2)n(CCC(=O)NC2CCC(C)CC2)c1C (stereo not drawn)	-6	0.9	1	1	2	2	-15	-9	-3	-11
COc1ccccc1NC(=O)C1CCCCN1S(=O)(=O)c1ccc(F)cc1 (stereo not drawn)	-8	0.3	-2	25	5	-3	-3	0	-2	5
CCCC(=O)Nc1c(-c2ccccc2)c(=O)c(C)nn1-c1ccc(Cl)cc1	-2	0.4	-4	-37	1	x	-1	-6	0	7
CCCCCc1cc(=O)oc2c(C(CCN3CCCCC3)c3ccc(OC)cc3)c(OC)cc(OC)c12 (stereo not drawn)	-26	1.2	x	-9	-2	-22	14	-2	1	-91
CCn1c(COc2ccc(=O)n(-c3ccccc3)n2)nnc1SC	-11	-0.5	2	-16	4	-1	-4	-2	-1	-7
O=C(c1nc2ccccn2c1CNCCCn1ncc2ccccc21)N1CCOCC1	-11	-0.3	-2	-26	2	x	-8	7	5	11
Cc1cc(NC(=O)COC(=O)C2CCN(C(=O)c3ccc(Cl)cc3)CC2)no1	2	-1.9	2	-25	3	-3	-9	-12	-3	4
Nc1nnnn1/N=C/c1cccs1	-8	-0.5	1	-4	0	1	-8	-9	-1	1
O=C(Nc1ccon1)Nc1cccc(Cl)c1Cl	5	0.0	x	-2	1	0	-8	-8	0	-5
CC(C)c1ccc(NC(=S)NC2CC3C=CC2C3)cc1 (stereo not drawn)	-2	-0.3	0	x	4	10	-13	-18	-1	x
Cc1ccc(C)c(N2CCN(S(=O)(=O)c3ccc4c(c3)CC(=O)N4C)CC2)c1	-3	3.7	3	-6	-2	-7	-3	-7	-1	6
COCc1ccccc1C1=CC(=O)C[C@H](c2ccc(F)cc2)C1	2	-1.0	x	3	1	-5	-5	-5	0	0
CSc1ccc(/C=C/C(=O)c2c(O)cc(C)oc2=O)cc1	-2	-0.1	-4	-6	-4	19	-17	9	1	28
Cc1cc(=O)[nH]c(SCC(=O)NC(C)C2CC3CCC2C3)c1C#N (stereo not drawn)	8	-1.4	-3	-1	1	0	0	4	2	2
O=C(CCNc1n[nH]c(=O)[nH]c1=O)N/N=C\c1cccc(OCc2ccccc2)c1	x	-3.5	0	19	x	0	2	-5	1	11
COC(=O)c1sc(=S)n(-c2cccc(Cl)c2)c1N	1	-0.6	-3	7	3	-5	12	-16	1	11
CCOC(=O)c1c(-c2cccc([N+](=O)[O-])c2)csc1N	-1	0.8	1	20	0	-2	3	-13	-1	-12
O=C(CSc1nnc(-c2ccco2)n1CC1CCCO1)N1CCCCC1 (stereo not drawn)	-18	-1.1	0	-30	-1	x	-6	-7	-4	3
Cc1ccc(S(=O)(=O)Nc2ccccc2-c2ccccc2)cc1	-6	2.4	-1	-4	0	-14	1	-7	3	-24
CC(=O)c1cc(N2CCC(C(=O)O)CC2)ccc1[N+](=O)[O-]	x	-1.2	-1	18	x	-1	3	-7	1	2
CCO[C@@H]1OC(C(=O)N2CCOCC2)=C[C@H](c2coc3ccccc3c2=O)[C@H]1CCCO	5	-0.7	x	-12	-2	2	-3	0	-1	-5

The final two entries of the part before come first, to join the parts:
SMILES	HTR5A inv ag	CDK5 p35 inh	NSD2 inh	SR-BI HDL uptake	HTR5A ag	Wnt bcat act	dFosB act	PvdQ inh	V-ATPase pHluor	MITF act
CC(=O)c1cc(N2CCC(C(=O)O)CC2)ccc1[N+](=O)[O-]	x	-1.2	-1	18	x	-1	3	-7	1	2
CCO[C@@H]1OC(C(=O)N2CCOCC2)=C[C@H](c2coc3ccccc3c2=O)[C@H]1CCCO	5	-0.7	x	-12	-2	2	-3	0	-1	-5
c1ccc(CCNc2nc(-c3cccnc3)cs2)cc1	11	3.9	4	3	-5	-2	-2	0	3	72
O=S(=O)(c1ccc2ccccc2c1)N1CCCOC1	-26	1.4	-7	-5	1	x	6	-1	1	1
c1csc(-c2nnc3ccccn23)c1	12	1.6	-1	-26	-4	-3	-3	-10	5	6
O=C1CCCN1CC(O)CS(=O)(=O)c1ccccc1 (stereo not drawn)	2	2.3	-3	-7	1	x	-2	-8	4	x
Cc1ccsc1C(=O)OCC(=O)NCC1CCCO1 (stereo not drawn)	-25	0.3	1	-29	-2	x	-3	2	0	10
COc1ccc(NS(=O)(=O)c2ccc3c(c2)N(C(C)=O)CC(C)S3)c(OC)c1 (stereo not drawn)	-3	1.1	3	11	2	1	0	0	-2	-9
Cc1ccccc1-n1ncc2c1CC(C)(C)CC2NC(=O)CCn1cncn1 (stereo not drawn)	3	-0.5	-1	-13	-4	0	-6	-13	5	1
O=S(=O)(c1c(F)cccc1F)N1CCN(C(=S)NCc2ccc3c(c2)OCO3)CC1	12	1.2	-1	-4	-4	-1	-6	-8	1	5
Cn1c(NC(=O)c2cccc(Cn3cc(Cl)cn3)c2)nc2ccccc21	-7	-0.2	1	51	2	x	12	-8	6	-2
Cc1ccc(CNC(=O)C(NS(=O)(=O)c2cccc3nsnc23)C(C)C)cc1 (stereo not drawn)	-11	0.0	-1	0	3	0	6	5	-2	12
Cc1ccc(C(=O)Nc2ccc3[nH]c(=O)[nH]c3c2)c(C)c1	-24	0.0	3	-8	-1	3	-5	-8	1	19
C=CCNC(=O)CC(=O)N/N=C/c1ccccc1F	-5	2.2	-2	-20	1	x	0	4	-1	4
COc1cc(C(=O)NCC(=O)OCc2ccc(F)cc2)cc(OC)c1OC	11	-0.3	-1	21	-1	0	-8	7	6	-3
c1ccc2c3c(c(CN4CCCCC4)cc2c1)COC3	x	x	1	x	x	-13	x	7	0	x
C=CCOc1ccc(NC(=O)C2CC(=O)N(C(C)C)C2)cc1 (stereo not drawn)	15	0.2	56*	1	1	-7	-2	-11	-2	x
CC1CCc2sc(C(=O)Nc3ccc(C(N)=O)cc3)cc2C1 (stereo not drawn)	-12	-0.3	x	33	4	16	-8	-2	5	u
O=C(COc1ccccc1Cl)NCCNC(=O)c1cccnc1	-10	0.1	2	-210	-1	-1	0	-4	1	-6
CCOC(=O)CCCOC(=O)c1ccc(S(=O)(=O)N(C)C)cc1	14	-5.3	-3	-6	-5	-6	-8	-3	-1	x
CCn1nc([N+](=O)[O-])c2c(-c3nc4ccccc4o3)c(N)n(CCCOC)c2c1=O	-20	0.1	0	4	8	-3	-2	4	-2	12
O=C(Nc1cc2c(oc1=O)CCCC2=O)c1cccc(Cl)c1	17	0.4	x	x	-6	x	-6	3	6	x
Cc1nn(-c2ccccc2)c(Cl)c1C(=O)OC(C)C(=O)NC(=O)NC1CCCCC1 (stereo not drawn)	-2	-1.2	1	11	0	u	-19	4	1	-7
CCCCOn1c(C)c(C(=O)OCC)c2c3nonc3ccc21	3	0.9	-3	28	7	1	-6	-9	1	x
Cc1ccc(NC(=O)N2CCN(C)CC2)cc1NC(=O)N1CCN(C)CC1	-5	-1.1	4	x	-3	1	-3	-13	1	4
Cc1cc(C)nc(NS(=O)(=O)c2ccc(NC(=O)CSc3ncn[nH]3)cc2)n1	-2	1.4	x	-25	10	-2	3	-16	0	-2
CCCCN(C(=O)Cn1ncc(Cl)c(Cl)c1=O)c1c(N)n(CC(C)C)c(=O)[nH]c1=O	5	0.2	3	x	-7	x	-13	-3	-1	9
COc1ccc(CN2C(=O)c3ccccc3C2=O)cc1C(=O)Nc1ccccc1N1CCOCC1	21	1.2	x	43	3	4	2	0	-3	-11
CCn1c(SCC(=O)N2CCC(C)CC2)nnc1-c1ccc(S(=O)(=O)N2CCN(C)CC2)cc1	-4	-1.2	-5	-23	5	x	-9	5	-1	x
Cn1cc2ccc([N+](=O)[O-])cc2n1	10	1.6	29	5	-1	-1	-2	7	7	x
COc1cccc(C(=O)N2CCN(C(=O)C3CC3)CC2)c1	-7	1.0	-3	-13	-2	-3	-1	3	-1	14
CCOC(=O)c1cccc(NC(=O)C2CCN(c3ncnc4c3nc3n4CCCCC3)CC2)c1	-9	0.0	-1	18	-2	-4	-20	-10	0	-19
CC1CN(CCCCN2C(=O)c3ccccc3C2=O)CC(C)O1 (stereo not drawn)	5	-2.7	-1	-5	-2	1	-5	-14	0	9
COc1ccc(C(C[N+](=O)[O-])c2c(C)cc3ccccn23)cc1 (stereo not drawn)	-15	0.2	x	9	4	-8	-14	6	4	-23
Oc1ccc2ccc3[nH]cnc3c2c1	22	5.2	-1	10	-6	1	0	-10	-2	-4
COC(=O)c1ccc(/C=N/NC(=O)CC(=O)NCc2cccnc2)cc1	x	1.0	-5	-7	x	-5	-11	8	-2	3
O=C(c1cccnc1)N1N=C2CCCCCC2C1(O)C(F)(F)F (stereo not drawn)	0	0.6	-4	3	0	1	0	2	-1	9
CCOc1ccc(NC2OCC(O)C(O)C2O)c([N+](=O)[O-])c1 (stereo not drawn)	3	-5.0	x	-7	4	16	-1	4	-2	1
Cc1cnc(C(=O)OCC(=O)c2ccc(-c3ccccc3)cc2)cn1	-10	1.8	-1	-9	0	-1	-13	6	7	-4
CC(C)[C@H](NC(=O)NCc1ccco1)C(=O)O	11	-2.3	-2	0	-3	x	-6	-5	-3	8
CC(=O)OCC1=C(C(=O)O)N2C(=O)[C@@H](NC(=O)Cc3cccs3)[C@H]2SC1	15	-6.5	x	-1	-1	-2	-15	7	0	5
Cn1c(N)c(C(=O)CSc2nnc(-c3cccs3)n2C2CC2)c(=O)[nH]c1=O	6	0.1	2	-9	-2	-4	2	-6	-2	-2
Cc1cc(NC(=O)COC(=O)[C@H](Cc2c[nH]c3ccccc23)NC(=O)c2ccc(F)cc2)no1	-5	-0.2	0	-6	0	x	-9	-8	-3	13
O=C1/C(=C/c2cccs2)SC(=S)N1NS(=O)(=O)c1ccccc1	-6	2.2	6	-13	2	0	-2	-7	3	-5
CC(C)C(=O)Nc1cccc(C(=O)Nc2ccc3c(c2)OCO3)c1	5	-3.2	2	27	-1	x	8	-11	0	x
CCN(CC)S(=O)(=O)c1ccc(N2CCOCC2)c(NC(=S)NC(=O)c2ccco2)c1	6	1.2	1	23	-2	0	-5	-21	3	6
O=C1CC(c2ccccc2)SC(N(c2ccccc2)c2ccccc2)=N1 (stereo not drawn)	11	1.9	-1	-10	0	-4	-7	16	-1	-12
NS(=O)(=O)c1ccc(F)c(C(=O)O)c1	-15	-0.6	x	11	5	-2	-5	-9	-21	4
COc1ccc([N+](=O)[O-])cc1NC(=O)C(C)Sc1ccc(C)cc1 (stereo not drawn)	-2	-0.9	1	63	1	-4	-3	-2	1	9
COc1ccc(NC(=S)Nc2ccc3nc(C)c(C)nc3c2)cc1	-33	-1.2	25	4	11	8	-9	-9	1	x
